Screening data as filed in PubChem.
ARFGAP1 inhibitor – inhibitors of rat ARFGAP1 GAP activity, primary screen, biochemical, fluorescence polarization, GDP tracer; ADP-ribosylation factor GTPase-activating protein 1 (Rattus norvegicus), Q62848; Arfgap1-stimulated ARF1 GTP hydrolysis, GDP FP detection; inhibition, % at 16.5 µM; 360,000 tested, 0.26% active;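 active = inhibition above a per-plate limit, mean inhibition of low control wells plus 3 SD, cut at about 25% in these data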;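 also: 0% = DMSO wells with enzyme and 100% = wells lacking Arfgap1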
Target sequence (Q62848 1-136 limits assumed): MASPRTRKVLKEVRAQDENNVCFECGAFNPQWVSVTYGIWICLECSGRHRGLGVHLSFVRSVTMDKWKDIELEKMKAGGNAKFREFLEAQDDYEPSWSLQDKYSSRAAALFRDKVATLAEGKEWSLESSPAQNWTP
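Assay system: Rat Arfgap1 GAP domain (His6, aa 1-136), purified enzyme | Buffer or medium: HEPES 25 mM pH 7.5, NaCl 150 mM, MgCl2, DTT | Schedule: GTP hydrolysis reaction 2 h at 25 °C | Signal: FP of antibody-bound GDP Alexa 633 tracer, ex 620/em 688 nm | Measure: Percent inhibition of Arfgap1-stimulated GTP hydrolysis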
DDE Tn6 FP inh – inhibitors of Tn6 peptide binding to fibrin DD(E), primary screen, biochemical, fluorescence polarization, human fibrin, Tn6 probe; Fibrinogen beta chain (Homo sapiens), P02675; Fibrin DD(E) TRITC-Tn6 fluorescence polarization displacement; inhibition, % at 8.3 µM; 370,000 tested, 0.21% active; AID 720509, 2013;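 active = inhibition above a per-campaign cutoff: mean of compounds within control limits plus 3 SD, cut at about 15% in these data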;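 also: 0% = median of all compound wells on the plate and 100% = blocking peptide control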
Target sequence (P02675 whole entry, looked up): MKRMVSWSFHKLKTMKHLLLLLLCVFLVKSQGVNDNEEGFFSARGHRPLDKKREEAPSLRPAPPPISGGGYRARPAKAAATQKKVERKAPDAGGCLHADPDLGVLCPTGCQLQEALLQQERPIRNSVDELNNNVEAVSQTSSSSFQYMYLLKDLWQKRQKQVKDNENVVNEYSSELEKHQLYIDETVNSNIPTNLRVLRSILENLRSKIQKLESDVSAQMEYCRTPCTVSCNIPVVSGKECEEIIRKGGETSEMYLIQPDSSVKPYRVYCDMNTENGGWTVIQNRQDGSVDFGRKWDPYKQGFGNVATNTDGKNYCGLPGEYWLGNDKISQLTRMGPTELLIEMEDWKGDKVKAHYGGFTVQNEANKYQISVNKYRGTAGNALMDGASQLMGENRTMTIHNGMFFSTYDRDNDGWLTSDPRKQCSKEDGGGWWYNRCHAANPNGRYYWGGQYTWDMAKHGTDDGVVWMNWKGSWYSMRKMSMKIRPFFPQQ
sPLA2-III inh – human group III sPLA2 inhibitors, primary screen, biochemical, QFRET, BODIPY PC-A2 liposome substrate; inhibition, % at 12.2 µM; QFRET BODIPY PC-A2 liposome hydrolysis, fluorescence; 370,000 tested, 0.56% active; Group 3 secretory phospholipase A2 (Homo sapiens), Q9NZ20;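 active = inhibition above mean plus 3 SD of compounds lying within the high and low control bounds, cut at about 19% in these data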;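 also: 0% = median of test compound wells and 100% = no enzyme DMSO wells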
NPR1 activator – GC-A stimulated cGMP production enhancers – HEK293 GC-A cells, cGMP TR-FRET, EC30 ANP, primary screen; 0% at EC30 ANP, 100% saturating ANP; activation, % at 10 µM; 370,000 tested, 0.14% active; in the data active = activation above about 40%
FXN GAA850 act – FXN promoter activators, primary screen, cell-based, luciferase luminescence, HEK293 lucGAA850 | HEK293 lucGAA850 FXN promoter luciferase reporter, 24 h; percent of 10 µM SAHA response | activation, % at 6 µM | 360,000 tested, 0.56% active | AID 540364, 2011;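 active = activation above the average of all compounds screened plus 3 SD, cutoff fixed separately per campaign, cut at about 7.5% in these data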;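 also: 0% = DMSO wells and 100% = 10 µM SAHA wells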
NPR2 activator – human GC-B receptor activators, primary screen, HEK293 GC-B cells, cGMP TR-FRET, EC30 CNP. Atrial natriuretic peptide receptor 2 (Homo sapiens), P20594. 0% at EC30 CNP, 100% saturating CNP. activation, % at 10 µM. 370,000 tested, 0.11% active;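 active = activation at 10 µM reaching about 35% in either raw or pattern-adjusted values, limit read from the data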
ASAP1 GAP inh – inhibitors of human ASAP1 ArfGAP activity, primary screen, biochemical, fluorescence polarization. 360,000 tested, 0.19% active. Arf-GAP with SH3 domain, ANK repeat and PH domain-containing protein 1 (Homo sapiens), …. ASAP1-stimulated ARF1 GTP hydrolysis, GDP FP detection. inhibition, % at 16.5 µM; in the data active = inhibition above about 25%;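 also: 0% = vehicle with enzyme and substrate and 100% = no enzyme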
Target sequence (Q9ULH1 325-724 limits assumed): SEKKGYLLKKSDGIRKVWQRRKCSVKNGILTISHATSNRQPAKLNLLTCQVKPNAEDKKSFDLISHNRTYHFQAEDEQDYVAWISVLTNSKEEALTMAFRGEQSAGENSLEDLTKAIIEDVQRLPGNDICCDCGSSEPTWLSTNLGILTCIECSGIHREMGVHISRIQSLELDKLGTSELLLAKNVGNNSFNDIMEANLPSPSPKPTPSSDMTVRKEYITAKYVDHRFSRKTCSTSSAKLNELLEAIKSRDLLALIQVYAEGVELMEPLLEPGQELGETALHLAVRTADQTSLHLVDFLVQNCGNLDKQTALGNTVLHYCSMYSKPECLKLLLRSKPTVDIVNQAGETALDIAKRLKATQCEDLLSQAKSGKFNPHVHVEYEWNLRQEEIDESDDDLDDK
KLK7 zymogen act – proKLK7 zymogen activators, primary screen, biochemical, fluorescence intensity; purified proKLK7, EDANS-DABCYL substrate fluorescence; 100% is mature enzyme control, 0% vehicle; 370,000 tested, 0.9% active; Kallikrein-7 (Homo sapiens), P49862; activation, % at 7 µM; AID 652039, 2013;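 active = activation above the mean of all tested compounds plus 3 SD, computed per campaign excluding outliers beyond control limits, cut at about 13% in these data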
ADAM10 inh – human ADAM10 inhibitors, primary screen, biochemical, QFRET, HTS; AID 720582, 2013; recombinant ADAM10, EDANS/DABCYL FRET peptide cleavage, 3 h; Disintegrin and metalloproteinase domain-containing protein 10 (Homo sapiens), O14672; inhibition, % at 7 µM; 370,000 tested, 0.62% active;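 active = inhibition above a per-campaign cutoff equal to the mean of compounds falling between control-based bounds plus 3 SD, cut at about 20% in these data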;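 also: 0% = DMSO wells while the 100% control is not disclosed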
rCAG RNA binder – binders of r(CAG) RNA repeats, primary screen, biochemical, fluorescence; 370,000 tested, 1.3% active; inhibition, % at 3 µM; r(CAG) RNA repeat, TO-PRO-1 dye displacement fluorescence;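 active = inhibition above the plate cutoff, the mean of all test compounds on that plate plus 3 SD, cut at about 35% in these data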;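 also: 0% = DMSO alone and 100% = 100 µM mitoxantrone as full dye displacement; higher means more dye released from RNA so lower well fluorescence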
* marks the source's active call; other numbers are inactive results; i = inactive; x = not tested or not shown. Rows are unselected (roughly 4.5% active in at least one column).

item | Molecule | ARFGAP1 inhibitor | DDE Tn6 FP inh | sPLA2-III inh | NPR1 activator | FXN GAA850 act | NPR2 activator | ASAP1 GAP inh | KLK7 zymogen act | ADAM10 inh | rCAG RNA binder
1 | NC(=O)C1CCN(C(=O)c2ccc3nc(-c4ccccc4)c(-c4ccccc4)nc3c2)CC1 | 4 | -5 | -6 | -6 | 0.4 | -4 | 7 | -2.9 | i | -6
2 | COC(=O)COc1cc(Cl)c(C=O)cc1OC | -11 | -2 | 3 | 0 | 1.0 | -5 | 5 | -1.1 | -11 | 1
3 | C=CCc1cc(C)ccc1OCCCn1ccnc1 | 5 | -10 | -16 | 4 | 3.2 | 3 | 10 | -0.4 | -14 | -10
4 | CCN(CC(=O)Nc1ccc2c(c1)OCCO2)Cc1cc(=O)oc2c(C)c(C)ccc12 | 4 | -1 | -3 | -2 | 1.6 | -2 | 16 | 0.0 | 0 | 1
5 | CCN(CC)C(=O)CSc1nc(N)c(C(=O)Nc2ccc(OC)cc2)s1 | -2 | -1 | 1 | 7 | 1.3 | -8 | -3 | 0.0 | -3 | 0
6 | Cc1ccc(CN(Cc2cc3cc4c(cc3[nH]c2=O)OCCO4)Cc2nnnn2Cc2ccco2)cc1 | -1 | -3 | -3 | 10 | 1.0 | 4 | 17 | 7.3 | -308 | 32
7 | CSc1ccc(C(=O)C2CCCN(Cc3cccc4nccnc34)C2)cc1 (stereo not drawn) | 1 | -5 | -12 | -5 | -1.5 | -6 | -10 | 0.2 | 1 | -2
8 | CC1CCN(Cc2c(C(=O)N/N=C/c3ccc(OC(C)C)cc3)nnn2-c2nonc2N)CC1 | 4 | -10 | 7 | 2 | 2.6 | -1 | 8 | -0.5 | 1 | 3
9 | CC(=O)Nc1ccc(S(=O)(=O)N2CCN(c3cnn(C)c(=O)c3Cl)CC2)cc1 | 7 | -1 | 1 | -4 | -2.2 | -1 | -10 | -0.9 | -5 | 0
10 | C=CC1=C(C(=O)O)N2C(=O)[C@@H](NC(=O)/C(=N/OCC(=O)O)c3csc(N)n3)[C@H]2SC1 | -14 | 9 | -12 | 0 | 1.2 | -1 | -7 | 0.1 | -12 | 50*
11 | Nc1cc(S(=O)(=O)O)cc2ccc(S(=O)(=O)O)cc12 | -3 | -3 | 3 | 2 | 0.7 | 2 | 11 | -18 | -208 | 4
12 | COc1ccc2c(C)cc(SCC(=O)Nc3c(C)n(C)n(-c4ccccc4)c3=O)nc2c1 | 5 | -1 | 1 | -9 | 0.2 | -2 | -1 | 0.8 | -16 | 7
13 | CN(C)CCNC(=O)C12CC3(C)CC(C)(CC(C)(C3)C1)C2 | -3 | -9 | -6 | 2 | 1.8 | -1 | -2 | 0.0 | -5 | -4
14 | COc1ccc(NC(=S)N2CCN(C(=O)c3ccccc3)CC2)cc1 | 6 | 1 | 4 | 1 | 0.4 | 3 | 1 | 0.2 | -1 | -4
15 | COc1ccc(CNC(=O)C2CC(c3cccc(OC)c3)=NO2)cc1 (stereo not drawn) | 2 | 8 | -1 | -3 | 0.5 | -1 | 3 | -0.8 | -2 | -5
16 | Cc1oncc1-c1csc(-c2ccccc2)n1 | -5 | 10 | -2 | 2 | 3.6 | 1 | -1 | 0.2 | 2 | 1
17 | CC(Sc1n[nH]c(-c2cccs2)n1)C(=O)Nc1ccc(C(N)=O)cc1 (stereo not drawn) | 2 | 9 | 1 | 0 | -0.9 | 0 | 5 | 0.5 | -16 | 4
18 | O=C(CSc1nnc2c(n1)[nH]c1ccc(S(=O)(=O)N3CCOCC3)cc12)Nc1ccccc1Cl | 1 | -7 | 0 | -3 | 1.2 | 4 | 14 | 0.0 | 2 | 13
19 | O=C(NCc1ccc(Cl)c(Cl)c1)c1ccc2c(c1)OCO2 | 5 | -3 | -3 | 2 | -1.2 | 1 | 0 | -0.2 | -2 | -1
20 | COCCNC(=O)COC(=O)c1[nH]c(C)c(C(C)=O)c1C | 3 | -6 | -2 | 0 | -0.6 | -2 | -5 | 0.1 | -1 | 0
21 | C[C@H](CO)N1C[C@H](C)[C@@H](CN(C)S(=O)(=O)c2ccc(F)cc2)Oc2c(NC(=O)NC3CCCCC3)cccc2C1=O | 11 | -4 | -9 | 0 | -1.4 | 2 | 8 | 0.8 | -1 | 2
22 | O=C(CCN1C(=O)COc2ccccc21)NCCCN1CCc2ccccc2C1 | -6 | 4 | 0 | -3 | -0.9 | 9 | 8 | -0.1 | -3 | -3
23 | C[C@H](CO)N1C[C@H](C)[C@@H](CN(C)Cc2ccc(Cl)c(Cl)c2)Oc2c(NC(=O)C3CC3)cccc2C1=O | 1 | -3 | -32 | -8 | -2.7 | -13 | 0 | 0.8 | 10 | -2
24 | O=C(Nc1ccn(Cc2ccccc2)n1)c1n[nH]c([N+](=O)[O-])c1Cl | -6 | 1 | -28 | -3 | 0.5 | 0 | 1 | 0.1 | -3 | 32
25 | Cc1ccc(S(=O)(=O)N2CCOCC2)cc1NC(=O)c1ccncc1 | -15 | -3 | -2 | 3 | 0.1 | 14 | 10 | 0.5 | 1 | 4

Part of the list above, limited to KLK7 zymogen act and ADAM10 inh:
no.	Molecule	KLK7 zymogen act	ADAM10 inh
2	COC(=O)COc1cc(Cl)c(C=O)cc1OC	-1.1	-11
3	C=CCc1cc(C)ccc1OCCCn1ccnc1	-0.4	-14
4	CCN(CC(=O)Nc1ccc2c(c1)OCCO2)Cc1cc(=O)oc2c(C)c(C)ccc12	0.0	0

Next entries
item | Molecule | ARFGAP1 inhibitor | DDE Tn6 FP inh | sPLA2-III inh | NPR1 activator | FXN GAA850 act | NPR2 activator | ASAP1 GAP inh | KLK7 zymogen act | ADAM10 inh | rCAG RNA binder
26 | CC(=O)NC(C)c1cc(Cl)c2cccnc2c1O (stereo not drawn) | 8 | 2 | -2 | -1 | -3.5 | 0 | 4 | 0.4 | -6 | 4
27 | CN(C)/C(CN1CCOCC1)=C1\N=C(c2ccccc2)OC1=O | -9 | 4 | 0 | 9 | 2.2 | 1 | -6 | -0.2 | 1 | -5
28 | CC(C)(CNC(=O)C1CCCC1)CNC(=O)C1CCCC1 | -4 | -7 | -4 | -2 | -1.5 | -4 | 12 | -0.8 | -7 | -3
29 | CC12C(=O)N(Cc3ccco3)C(=O)C1C1c3ccccc3C2c2ccccc21 (stereo not drawn) | -2 | 3 | -4 | -9 | -0.7 | -13 | -8 | 0.3 | -1 | -5
30 | CCOC1=C2CN(S(=O)(=O)c3ccc(C)cc3)[C@H](c3ccccc3)C[C@H]2n2c(=O)n(-c3ccccc3)c(=O)n2C1 | 1 | 7 | -5 | 1 | x | -11 | -9 | 0.0 | 2 | 5
31 | CCOC(=O)c1c(NC(=O)c2c(C(=O)O)cccc2[N+](=O)[O-])sc2c1CCCC2 | -5 | -6 | -13 | 5 | -1.2 | -4 | -15 | 0.1 | 6 | 47*
32 | Cc1oc(-c2ccc(Cl)cc2)nc1CN1CCC(C(=O)NCc2cccs2)CC1 | -1 | 0 | -10 | -9 | 1.7 | -11 | 5 | -0.4 | -5 | -6
33 | COC(=O)[C@]12C[C@H](CC(=O)NCC34CC5CC(CC(C5)C3)C4)C(=O)N(CCc3ccc(OC)c(OC)c3)C1=C[C@H](C1CCCC1)O[C@@H]2C | x | 3 | -16 | -3 | x | -9 | x | 0.2 | 13 | 5
34 | Cc1ccc2ccc(C)[n+](CCCS(=O)(=O)[O-])c2c1 | 1 | -2 | 5 | -1 | 1.0 | -2 | -2 | 0.3 | -51 | -2
35 | COc1ccc(COCC(O)CN2CCC(C(N)=O)CC2)cc1 (stereo not drawn) | 8 | -7 | -4 | -3 | 2.0 | 2 | 0 | 0.2 | 8 | 1
36 | O=C(NCCCCCNC(=O)c1ccco1)c1ccco1 | 11 | 7 | -6 | 5 | -2.2 | 3 | -6 | 0.6 | -7 | 0
37 | CCn1c(SCC(=O)N(C)C)nc2cc(S(=O)(=O)N3CCCCC3)ccc21 | 16 | 5 | -7 | 1 | 1.4 | 2 | -6 | -0.9 | -5 | -6
38 | Cn1cc(C(=O)N2CCN(C(=O)c3ccco3)CC2)c2c3ccccc3n(C)c2c1=O | 8 | -2 | 2 | -3 | 2.4 | -2 | 7 | -0.9 | -409 | -6
39 | CCC(CO)NCc1ccccc1OC(C)C (stereo not drawn) | -10 | -4 | -6 | 0 | 2.6 | -3 | 1 | 0.3 | -1 | -1
40 | CCOC(=O)COc1ccccc1-c1ccno1 | 5 | 1 | -3 | -1 | -3.9 | 3 | 12 | -0.6 | 6 | -2
41 | Cc1ccc(C(=O)NNCC(=O)Nc2ccc(Cl)cc2F)cc1 | 4 | 4 | -10 | 0 | 1.1 | -5 | 1 | 0.4 | 0 | -1
42 | O=C(CCC(=O)N/N=C/c1ccco1)N/N=C/c1ccco1 | 10 | -2 | -8 | -6 | -1.6 | 1 | 7 | -0.1 | 5 | 5
43 | O=C(CSc1ccc(Cl)cc1)Nc1ccccc1 | -9 | -14 | -4 | -2 | 1.6 | 1 | -7 | -0.2 | -14 | 2
44 | COc1ccc(/C=N/NS(=O)(=O)c2ccccc2)cc1OS(=O)(=O)c1ccccc1 | -1 | 7 | -26 | -2 | -0.8 | 1 | 5 | -0.1 | 9 | 29
45 | Cc1nc(NCCc2ccccc2)c(C#N)c(C)c1[N+](=O)[O-] | 9 | 2 | -5 | 18 | 3.9 | 21 | -12 | -0.2 | 2 | 0
46 | O=C(OCC(O)CN1CCCCC1)C12CC3CC(CC(C3)C1)C2 (stereo not drawn) | 0 | 2 | 4 | -1 | 0.2 | 0 | -7 | 0.3 | 1 | -6
47 | O=C(CCC1CCCC1)Nc1cc(Cl)ccc1N1CCOCC1 | -20 | -2 | 5 | -9 | -0.2 | -9 | -2 | 0.8 | 3 | 1
48 | CCOC(=O)C[n+]1c(C)csc1C | -9 | 1 | -9 | 2 | 2.4 | 4 | -2 | 0.5 | -5 | -3

Along the list, from the results shown.
Nos. 41–47 in rCAG RNA binder read -1, 5, 2, 29, 0, -6, 1
Nos. 41–47 in NPR1 activator read 0, -6, -2, -2, 18, -1, -9
Nos. 41–47 in ARFGAP1 inhibitor read 4, 10, -9, -1, 9, 0, -20
